Bioassay records (PubChem)
ARNT TACC3 PPI = disrupts binding between human ARNT and TACC3 | AlphaScreen His-ARNT PAS-B/GST-TACC3 binding, luminescence; TACC3 fragment carries E629A point mutation | inhibition, % at 9.99 µM | 390,000 tested, 0.66% active | AID 623870;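 active means mean inhibition of replicates at least 50% and at least half of replicates each reaching 50%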;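 further: 0% = complete ARNT plus TACC3 wells and 100% = ARNT alone without TACC3; many hits fall short of the cut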
ERp5 inh = ERp5 (human) disulfide isomerase inhibition | Q15084 | ERp5 insulin aggregation, absorbance 650 nm, 90 min | inhibition, % at 9.99 µM | 350,000 tested, 0.05% active | AID 651711;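 active means mean replicate inhibition above about 25%, with every replicate also reaching it, limit read from the data, passing the limit was not always enough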
PglD DTNB = PglD (C. jejuni) enzyme inhibition | purified PglD enzyme, DTNB colorimetric CoA detection | 360,000 tested, 0.098% active | inhibition, % at 12.5 µM; in the data active means inhibition above about 16%, passing the limit was not always enough; further: strong numbers were not always called active
RAD54 branch = RAD54 (human) branch migration inhibition; inhibition, % at 10.4 µM; 360,000 tested, 0.14% active; Q92698; RAD54 Holliday junction branch migration, FAM/BHQ fluorescence;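 active means mean normalized replicate activity at least 40 and at least half of replicates scoring 40 or more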;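 further: 0% = median of neutral control wells and 100% = median of positive control wells; inhibitors cause a drop in the FAM fluorescence signal; in these data hits start at about 50%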
esBAF inh = SWI/SNF esBAF complex inhibition; mouse ES cells, Bmi1-luciferase knock-in reporter, 24 h; 100% = twice the neutral-well signal; reporter increase, % at 12.5 µM; 350,000 tested, 2% active; in the data active means activation above about 40%;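 further: 0% = median of the plate's neutral control wells and 100% = double that signal; a rise in the Bmi1 reporter signal indicates esBAF inhibition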
E-selectin induc = E-selectin induction on HUVECs. HUVEC E-selectin immunofluorescence imaging; normalized: neutral wells 0, TNF-alpha wells 100. activation, % at 7.58 µM. 260,000 tested, 0.37% active. AID 686992;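 active means mean E-selectin-positive cell signal at least 10% of the positive control, reached in at least 60% of replicates, without over 20% cell loss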;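 further: in these data hits start at about 27%; measured in HUVEC primary endothelial cells; signal is the percent of cells scored E-selectin positive by PE staining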
Target sequence (P16581 whole entry, looked up): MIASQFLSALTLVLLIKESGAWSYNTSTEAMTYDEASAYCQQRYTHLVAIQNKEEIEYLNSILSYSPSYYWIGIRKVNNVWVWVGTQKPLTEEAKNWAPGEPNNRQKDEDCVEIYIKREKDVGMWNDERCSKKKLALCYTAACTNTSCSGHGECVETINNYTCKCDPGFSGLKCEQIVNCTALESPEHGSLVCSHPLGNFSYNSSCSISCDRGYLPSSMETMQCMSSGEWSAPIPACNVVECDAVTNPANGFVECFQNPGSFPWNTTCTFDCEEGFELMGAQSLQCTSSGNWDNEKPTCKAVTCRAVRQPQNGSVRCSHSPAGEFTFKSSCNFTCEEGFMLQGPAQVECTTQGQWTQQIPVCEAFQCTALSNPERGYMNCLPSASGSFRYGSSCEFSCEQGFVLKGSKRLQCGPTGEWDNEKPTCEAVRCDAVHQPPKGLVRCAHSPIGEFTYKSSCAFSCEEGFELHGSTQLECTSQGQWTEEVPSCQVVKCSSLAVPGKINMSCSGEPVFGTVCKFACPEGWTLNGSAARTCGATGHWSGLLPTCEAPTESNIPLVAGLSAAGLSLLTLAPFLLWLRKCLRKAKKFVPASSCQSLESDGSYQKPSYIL
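Test system: HUVEC | Signal: Immunofluorescence imaging | Read-out: Percent E-selectin-positive cells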
RAD52 anneal inh = inhibitors of human RAD52 DNA annealing. recombinant RAD52 DNA annealing, FRET fluorescence. P43351. inhibition, % at 18.7 µM. AID 651710. 360,000 tested, 0.46% active;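 active means every replicate showing at least 50% inhibition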
Casp6 inh = caspase-6 (human) enzyme inhibition; P55212; purified caspase-6, Z-VEID-R110 cleavage fluorescence; inhibition, % at 12.5 µM; 350,000 tested, 0.53% active; AID 686996;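 active means mean inhibition across replicates at least about 35%, with every replicate also reaching that limit, limit read from the data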;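 further: 0% = median of neutral control wells and 100% = no fluorescence left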
Target sequence (P55212 24-179 limits assumed): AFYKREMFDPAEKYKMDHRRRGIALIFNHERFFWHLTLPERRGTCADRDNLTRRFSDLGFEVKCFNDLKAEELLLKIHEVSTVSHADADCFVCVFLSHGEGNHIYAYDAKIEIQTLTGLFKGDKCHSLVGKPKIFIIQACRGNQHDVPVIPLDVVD
Target sequence (P55212 194-293 limits assumed): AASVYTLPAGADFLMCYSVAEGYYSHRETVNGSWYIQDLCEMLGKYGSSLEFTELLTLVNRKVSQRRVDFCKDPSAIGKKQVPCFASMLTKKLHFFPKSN
Active calls of the source: *; · = not tested or not shown.

Labels used below: A = ARNT TACC3 PPI; B = ERp5 inh; C = PglD DTNB; D = RAD54 branch; E = esBAF inh; F = E-selectin induc; G = RAD52 anneal inh; H = Casp6 inh
1: Cc1ccc(S(=O)(=O)N[C@H]2CC[C@@H](CC(=O)NC3CCCCC3)O[C@@H]2CO)cc1
  A = -8; B = 5; C = -3; D = -2; E = -5; F = -0.4; G = -4; H = 2

2: Cc1cccc(NC(=O)C(c2cccc([N+](=O)[O-])c2)N2CCCCC2)c1 (centres undefined)
  A = 3; B = ·; C = 1; D = -10; E = -5; F = ·; G = ·; H = ·

3: COc1ccc(NC(=O)CN(C)C(=O)COc2ccccc2Cc2ccccc2)cc1
  A = -7; B = -1; C = 0; D = -14; E = -8; F = -2.8; G = -9; H = 3

4: COc1ccc(C(C)NC(=O)c2ccc([N+](=O)[O-])cc2)cc1OC (centres undefined)
  A = -2; B = 8; C = -2; D = 3; E = ·; F = ·; G = 0; H = 0

5: C[C@H]1CN([C@@H](C)CO)C(=O)c2cccc(NC(=O)c3cnccn3)c2O[C@H]1CN(C)Cc1ccc(C(F)(F)F)cc1
  A = 28; B = 2; C = 5; D = -4; E = -2; F = ·; G = -4; H = -1

6: COc1cc(NCCCCCCN)c2ncccc2c1OC
  A = 52*; B = 8; C = ·; D = ·; E = -8; F = -0.1; G = 63*; H = 85*

7: C/C=C/c1ccc2c(c1)[C@H]1[C@H](CCN1C(=O)Cc1cccnc1)[C@@H](CO)N2C
  A = 6; B = 0; C = -1; D = -20; E = -3; F = 0.2; G = 1; H = -22

8: O=C(C[C@@H]1C=C[C@H](NS(=O)(=O)c2ccc(F)cc2)[C@@H](CO)O1)NCc1ccccc1F
  A = ·; B = -3; C = ·; D = ·; E = ·; F = 0.1; G = 4; H = -1

9: C[C@H](CO)N1C[C@H](C)[C@H](CN(C)Cc2ccc(C(=O)O)cc2)Oc2ncc(C3=CCCC3)cc2C1=O
  A = -6; B = -1; C = -1; D = 3; E = -8; F = 0.4; G = -4; H = -5

10: C[C@H](CO)N1C[C@H](C)[C@H](CN(C)S(=O)(=O)c2ccc(Cl)cc2)Oc2ccc(NC(=O)c3ccncc3)cc2C1=O
  A = 4; B = 0; C = 0; D = 4; E = 4; F = 0.1; G = -7; H = 0

11: COCC1CCCN(C(=O)c2cc(COc3cccc4cccnc34)on2)C1 (centres undefined)
  A = 2; B = 2; C = -6; D = 4; E = 2; F = -0.1; G = 1; H = 10

12: Cc1cc(C)c(NC(=O)CSc2ccc(-c3ccccn3)nn2)c(C)c1
  A = 38; B = 4; C = -1; D = 1; E = -12; F = 3.5; G = -9; H = -3

13: CCc1nc(C)cc(N)c1OCc1ccccc1
  A = 2; B = ·; C = 13; D = 3; E = -1; F = ·; G = ·; H = ·

14: COC(=O)c1cc2sccc2n1Cc1nc(-c2ccc(OC)cc2)oc1C
  A = -2; B = ·; C = -3; D = -11; E = 5; F = ·; G = ·; H = ·

15: Fc1ccc2c(c1)[C@H]1OCC[C@H]1[C@@H](c1ccco1)N2
  A = -2; B = ·; C = -1; D = -1; E = 26; F = ·; G = ·; H = ·

Pulled by compound from the entries so far, 2 records:
Labels used below: A = ARNT TACC3 PPI; B = ERp5 inh; C = PglD DTNB; D = RAD54 branch; E = esBAF inh; F = E-selectin induc; G = RAD52 anneal inh; H = Casp6 inh
15: Fc1ccc2c(c1)[C@H]1OCC[C@H]1[C@@H](c1ccco1)N2
  A = -2; B = ·; C = -1; D = -1; E = 26; F = ·; G = ·; H = ·

12: Cc1cc(C)c(NC(=O)CSc2ccc(-c3ccccn3)nn2)c(C)c1
  A = 38; B = 4; C = -1; D = 1; E = -12; F = 3.5; G = -9; H = -3

(listing goes on)
Labels used below: A = ARNT TACC3 PPI; B = ERp5 inh; C = PglD DTNB; D = RAD54 branch; E = esBAF inh; F = E-selectin induc; G = RAD52 anneal inh; H = Casp6 inh
16: Cc1cccc(C)c1OCc1cc(C(=O)NC2CCC2)no1
  A = -2; B = 3; C = 0; D = 18; E = 30; F = 0.2; G = -4; H = -1

17: C#CCN(C[C@@H]1[C@@H](OC(=O)NCCCCCC)[C@@H](OC(=O)NCCCCCC)Cn2c(=O)n(CCCCCC)c(=O)n21)S(=O)(=O)c1ccc(C)cc1
  A = ·; B = 2; C = -2; D = 3; E = 2; F = -0.4; G = -12; H = 0

18: CN(C)CC(=O)N[C@@H]1CC[C@@H](CCNC(=O)C2CCC2)O[C@@H]1CO
  A = -6; B = 12; C = -4; D = -1; E = 0; F = 0.4; G = 10; H = -41

19: CNC(=O)CN1C(=O)c2ccccc2S1(=O)=O
  A = -16; B = 0; C = 1; D = 0; E = 2; F = ·; G = -26; H = 3

20: CCN(CC)CCN(C(=O)c1ccc(S(=O)(=O)N(C)C2CCCCC2)cc1)c1nc2c(C)cccc2s1
  A = -4; B = 8; C = 2; D = -2; E = -6; F = -0.5; G = -18; H = 0

21: COc1ccc(NC(=O)Nc2ccc3c(c2)C(=O)N([C@H](C)CO)C[C@H](C)[C@@H](CN(C)S(=O)(=O)c2c(C)noc2C)OCCCC[C@H](C)O3)cc1
  A = 2; B = ·; C = -5; D = -8; E = -1; F = -0.1; G = ·; H = ·

22: COc1cc(C(=O)Nc2ccc(S(=O)(=O)NC(C)C)cc2)cc(OC)c1OC
  A = -24; B = ·; C = -3; D = -3; E = 1; F = ·; G = ·; H = ·

23: O=C(Nc1nc(-c2cccnc2)cs1)c1ccc(S(=O)(=O)N2CCOCC2)cc1
  A = 2; B = ·; C = 1; D = 8; E = -15; F = ·; G = ·; H = ·

24: COc1ccc(S(=O)(=O)N2CCOCC2)cc1NC(=O)c1ccc(=O)[nH]c1
  A = -1; B = -7; C = -2; D = 3; E = -3; F = -1.9; G = -5; H = 0

25: O=C(COc1ccccc1C(=O)Nc1ccccc1)c1ccc(F)cc1
  A = 1; B = -1; C = ·; D = ·; E = ·; F = 0.2; G = -3; H = 1

26: Nc1ncncc1-c1ccccc1Cl
  A = 1; B = -13; C = 3; D = -3; E = ·; F = -0.4; G = -12; H = 1

27: C[C@@H]1CN([C@@H](C)CO)C(=O)c2cccc(NC(=O)Nc3ccc(F)cc3)c2O[C@@H]1CN(C)Cc1ccc(C(=O)Nc2ccccc2N)cc1
  A = ·; B = -9; C = ·; D = ·; E = ·; F = 41; G = 9; H = 1

28: COc1cc2c(cc1OC)C(c1ccccc1)=NCC2
  A = -6; B = -2; C = 2; D = -1; E = -7; F = -0.8; G = -6; H = -3

29: Cc1ccc(SCC(=O)n2nc(C)cc2C)cc1
  A = -5; B = -6; C = ·; D = ·; E = ·; F = ·; G = -15; H = 2

30: O=C(Cc1cccc(F)c1)N1CCCC(CO)(Cc2ccc(F)cc2F)C1 (centres undefined)
  A = -1; B = 1; C = -2; D = 0; E = -4; F = ·; G = 4; H = 2

Complete entries as entered above:
Profile of `Nc1ncncc1-c1ccccc1Cl` : ARNT TACC3 PPI = 1; ERp5 inh = -13; PglD DTNB = 3; RAD54 branch = -3; esBAF inh = ·; E-selectin induc = -0.4; RAD52 anneal inh = -12; Casp6 inh = 1
Profile of `Cc1ccc(SCC(=O)n2nc(C)cc2C)cc1` : ARNT TACC3 PPI = -5; ERp5 inh = -6; PglD DTNB = ·; RAD54 branch = ·; esBAF inh = ·; E-selectin induc = ·; RAD52 anneal inh = -15; Casp6 inh = 2
Profile of `C[C@@H]1CN([C@@H](C)CO)C(=O)c2cccc(NC(=O)Nc3ccc(F)cc3)c2O[C@@H]1CN(C)Cc1ccc(C(=O)Nc2ccccc2N)cc1` : ARNT TACC3 PPI = ·; ERp5 inh = -9; PglD DTNB = ·; RAD54 branch = ·; esBAF inh = ·; E-selectin induc = 41; RAD52 anneal inh = 9; Casp6 inh = 1

Another view of 3 compounds above:
Fields: ARNT TACC3 PPI	ERp5 inh	PglD DTNB	RAD54 branch	esBAF inh	E-selectin induc	RAD52 anneal inh	Casp6 inh
#23 O=C(Nc1nc(-c2cccnc2)cs1)c1ccc(S(=O)(=O)N2CCOCC2)cc1
    2	·	1	8	-15	·	·	·
#24 COc1ccc(S(=O)(=O)N2CCOCC2)cc1NC(=O)c1ccc(=O)[nH]c1
    -1	-7	-2	3	-3	-1.9	-5	0
#29 Cc1ccc(SCC(=O)n2nc(C)cc2C)cc1
    -5	-6	·	·	·	·	-15	2

Further results
Labels used below: A = ARNT TACC3 PPI; B = ERp5 inh; C = PglD DTNB; D = RAD54 branch; E = esBAF inh; F = E-selectin induc; G = RAD52 anneal inh; H = Casp6 inh
31: O=C1N[C@@H](Cc2ccccc2)C(=O)N2CCC[C@@H]12
  A = -12; B = 2; C = 10; D = 1; E = -2; F = 0.0; G = -28; H = -4

32: O=c1c2ccccc2n2cnnc2n1-c1ccccc1
  A = 7; B = ·; C = -5; D = 0; E = -6; F = ·; G = ·; H = ·

33: CCNc1nc(C#N)nc2c1ncn2-c1cc(F)cc(F)c1
  A = -13; B = 3; C = 2; D = -22; E = 0; F = 1.1; G = -227; H = -4

34: C[C@@H]1CN([C@@H](C)CO)S(=O)(=O)c2ccc(C#CCC3CCCC3)cc2O[C@H]1CN(C)C
  A = 7; B = 1; C = -8; D = 0; E = 1; F = -0.1; G = -13; H = 0

35: COC(=O)c1sc(NC(=O)c2ccco2)nc1C
  A = -4; B = -4; C = -2; D = -10; E = 33; F = ·; G = -2; H = 5

36: CN1CCN(C(=O)C[C@H]2CC[C@H]3[C@@H](COC[C@H](O)CN3Cc3cccc(F)c3)O2)CC1
  A = 3; B = 3; C = -3; D = 7; E = -4; F = 0.2; G = 5; H = 1

37: O=C1[C@@H]2CSCN2C(=O)CN1Cc1cccc(C(F)(F)F)c1
  A = -5; B = 3; C = ·; D = ·; E = -7; F = ·; G = 0; H = 2

38: O=C(NCCc1csc(-c2cccnc2)n1)c1cccc2ccccc12
  A = -10; B = 5; C = -3; D = 0; E = 6; F = -0.2; G = -24; H = -2

39: CCOC(=O)C1=C[C@@H](C(C)(C)C)N(S(=O)(=O)c2ccc(C)cc2)[C@H]1c1ccc(OC)cc1
  A = ·; B = 0; C = -2; D = 1; E = -10; F = -1.6; G = -6; H = -3

40: O=C(CSc1oc(-c2ccc(F)cc2)nc1S(=O)(=O)c1ccccc1)NCC1CCCO1 (centres undefined)
  A = -3; B = ·; C = 0; D = 4; E = 2; F = ·; G = ·; H = ·

41: COc1ccc(NC(=O)COc2ccc(N(C)S(=O)(=O)c3ccc(Cl)cc3)cc2)cc1OC
  A = -6; B = 2; C = 6; D = 2; E = -30; F = -0.5; G = -16; H = -3

42: C=CCOc1ccc(C2=NOC(C(=O)Nc3ccc4c(c3)OCCO4)C2)cc1OC (centres undefined)
  A = 13; B = -8; C = -1; D = -5; E = -4; F = ·; G = -9; H = -2

43: CCCCN(CC)C(=O)c1cc2c(=O)[nH]c3ccc(C)cc3c2s1
  A = -14; B = 4; C = -6; D = -3; E = 8; F = -0.1; G = -24; H = 0

44: CC(C)(C)NS(=O)(=O)c1ccc(OCC(=O)NCc2ccco2)cc1
  A = -5; B = -4; C = ·; D = ·; E = ·; F = ·; G = -8; H = -2

45: COc1ccc(CCC(=O)N(C)CC(=O)Nc2ccc(Cl)c(C(F)(F)F)c2)cc1
  A = 14; B = -2; C = -5; D = -1; E = -2; F = 0.9; G = -18; H = -27

46: CC(C)NC(=O)N(C)C[C@@H]1OCCCC[C@H](C)Oc2ccc(NC(=O)Nc3ccccc3)cc2C(=O)N([C@@H](C)CO)C[C@H]1C
  A = -4; B = -2; C = -2; D = 4; E = ·; F = ·; G = -1; H = -2

47: NC(=NCCc1c[nH]c2ccccc12)NS(=O)(=O)c1ccc(F)cc1
  A = -17; B = 9; C = ·; D = ·; E = ·; F = 0.6; G = -18; H = 1

48: O=C(C[C@H]1CC[C@H]2[C@@H](COC[C@@H](O)CN2Cc2cc(F)ccc2F)O1)N1CCc2ccccc2C1
  A = 14; B = 3; C = -3; D = 4; E = 7; F = -0.1; G = -11; H = 0

Records above shown as hits in Casp6 inh:
cpd	SMILES	ARNT TACC3 PPI	ERp5 inh	PglD DTNB	esBAF inh	RAD52 anneal inh	Casp6 inh
6	COc1cc(NCCCCCCN)c2ncccc2c1OC	52*	8	·	-8	63*	85*
